Screens (PubChem BioAssay)
TSHR antagonist: Antagonists of the Thyroid Stimulating Hormone Receptor: HTS campaign; Thyrotropin receptor (Homo sapiens), P16473; TSHR-expressing cells, TSH-stimulated cAMP HTRF, 2 h; active compounds read low; activity change, negative = inhibition, % at 11.5 µM; hit rate 0.2% among 330,000;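 active = activity change below a set negative limit, meaning inhibition stronger than a set level, cut at about -70% in these data; inconclusive = activity change between two set negative limits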; note: % is set by controls: 0 for no effect and ±100 for the full control effect
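Competitive HTRF cAMP read-out (cryptate anti-cAMP antibody, cAMP-d2; 30 min, room temperature) in freshly harvested TSHR cells. Compounds added before TSH at EC80 (4nM final), followed by 2 hours' incubation at 37 deg C.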
Eya2 phos inh: qHTS Assay for Inhibitors of the Phosphatase Activity of Eya2. AID 488837, 2010. hit rate 0.006% among 330,000. Potency, µM (series often up to 76.9 µM), for inactives: at the highest dose activity, negative = inhibition, usual class: inhibitors. recombinant Eya2, OMFP fluorescence dephosphorylation (OMFP is methylfluorescein phosphate); note: potency is the fitted concentration of half-maximal effect; % is set by controls: 0 for no effect and ±100 for the full control effect
Target sequence (O00167 whole entry, looked up): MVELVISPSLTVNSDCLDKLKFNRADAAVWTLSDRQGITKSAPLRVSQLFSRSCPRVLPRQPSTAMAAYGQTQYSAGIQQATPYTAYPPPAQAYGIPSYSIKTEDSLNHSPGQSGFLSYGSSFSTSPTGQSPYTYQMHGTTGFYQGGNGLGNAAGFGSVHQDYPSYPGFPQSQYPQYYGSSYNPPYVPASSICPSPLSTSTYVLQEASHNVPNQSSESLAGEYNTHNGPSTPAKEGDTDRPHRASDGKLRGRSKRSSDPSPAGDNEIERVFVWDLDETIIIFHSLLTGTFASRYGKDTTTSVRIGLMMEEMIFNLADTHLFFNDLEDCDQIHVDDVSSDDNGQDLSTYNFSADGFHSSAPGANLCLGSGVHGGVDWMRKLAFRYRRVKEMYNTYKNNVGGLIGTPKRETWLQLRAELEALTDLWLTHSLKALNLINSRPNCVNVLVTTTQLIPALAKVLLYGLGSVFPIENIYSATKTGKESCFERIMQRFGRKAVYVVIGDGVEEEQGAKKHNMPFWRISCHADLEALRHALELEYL
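Eya2 protein (added as 0.2 uM solution) was preincubated with compound for 10 min at ambient temperature in 50 mM HEPES pH 7.5, 50 mM NaCl, 5 uM MgCl2, 0.05% BSA, 1 mM DTT. OMFP (added at 50 uM) then reacted 10 min; fluorescence read at 485/525 nm.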
TCR activator: Activators of T cell receptors: qHTS campaign; primary human leukocytes, anti-CD3, IL-2 HTRF, 48 h; Potency, µM (doses to about 9.22 µM), for the others: top-dose activation of IL-2 secretion, usual class: activators; 330,000 tested, under 10 active; note: % of control where 0% means no effect
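HTRF read-out of IL-2 secretion: europium cryptate donor excited at 320nm, d2 acceptor emission at 665nm. Cells were primary human leukocytes incubated 48 hr with compounds and a-CD3 beads, supplying TCR signal only.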
Tb PFK block: qHTS Assay to Find Inhibitors of T. brucei phosphofructokinase; Potency, µM (highest dose often 57.5 µM), for inactives: top-dose activity, negative = inhibition, most hits filed as inhibitors; hit rate 0.17% among 330,000; ATP-dependent 6-phosphofructokinase (Trypanosoma brucei brucei), O15648; T. brucei PFK, ADP-Glo luminescence; AID 485367, 2010;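 note: potency is the fitted concentration of half-maximal effect; 0% = uninhibited 1x PFK enzyme wells and -100% = no-enzyme wells; nearly all actives have a fitted effect of over 60% in size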
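ADP-Glo luminescence quantified ADP after 45 min at room temperature, with 1.25 nM T. brucei PFK, 0.1 mM ATP and 0.5 mM fructose-6-phosphate in pH 8.0 TEA buffer. qHTS titrations up to 57 µM; curves classified by quality.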
uPA surface inh: qHTS for Inhibitors of Cell Surface uPA Generation | hit rate 0.31% among 330,000 | cell surface uPA generation assay, qHTS | AID 540303, 2011 | Potency, µM (highest dose often 38.3 µM), without a hit: at the highest dose activity change, negative = inhibition, most hits filed as inhibitors; active = well fitted inhibition curve with a large enough effect; inconclusive = small, poorly fitted or top-dose-only effect; inactive = no such curve, though single readings can be large or run the other way; tested in mouse RAW 264.7 cells; note: potency is the fitted concentration of half-maximal effect; % is set by controls: 0 for no effect and ±100 for the full control effect; nearly all actives have a fitted effect of over 55% in size
Mito fusion yeast: qHTS Assay for Small Molecule Inhibitors of Mitochondrial Division or Activators of Mitochondrial Fusion; S. cerevisiae fusion-defective mutant growth rescue, CellTiterGlo 48 h; hit rate 0.23% among 320,000; Potency, µM (doses to about 46.1 µM), for the others: at the highest dose growth rescue (activation), hits mostly activators;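 note: potency is the fitted concentration of half-maximal effect; % of control where 0% means no effect; nearly all actives have a fitted effect of over 45% in size; temperature-sensitive fusion mutants such as fzo1-1 at 37 °C on non-fermentable ethanol glycerol medium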
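Compounds are tested for their ability to restore growth of mitochondrial fusion-defective yeast strains at non-permissive 37C in YPEG medium over 48 hours. Viability is quantified by luciferase luminescence.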
B2AR arrestin: qHTS assay of beta-arrestin-biased ligands of beta2-adrenergic receptor; Beta-2 adrenergic receptor (Homo sapiens), P07550; beta-arrestin recruitment to beta2AR, cell-based reporter; Potency, µM (doses to about 46.1 µM), for inactives: at the top dose activation, usual class: activators; hit rate 0.02% among 330,000; AID 492947, 2010;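 note: potency is the fitted concentration of half-maximal effect; 0% = DMSO controls and full agonism = EC100 isoproterenol or metaproterenol; nearly all actives have a fitted effect of over 65% in size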
Target sequence (P07550 whole entry, looked up): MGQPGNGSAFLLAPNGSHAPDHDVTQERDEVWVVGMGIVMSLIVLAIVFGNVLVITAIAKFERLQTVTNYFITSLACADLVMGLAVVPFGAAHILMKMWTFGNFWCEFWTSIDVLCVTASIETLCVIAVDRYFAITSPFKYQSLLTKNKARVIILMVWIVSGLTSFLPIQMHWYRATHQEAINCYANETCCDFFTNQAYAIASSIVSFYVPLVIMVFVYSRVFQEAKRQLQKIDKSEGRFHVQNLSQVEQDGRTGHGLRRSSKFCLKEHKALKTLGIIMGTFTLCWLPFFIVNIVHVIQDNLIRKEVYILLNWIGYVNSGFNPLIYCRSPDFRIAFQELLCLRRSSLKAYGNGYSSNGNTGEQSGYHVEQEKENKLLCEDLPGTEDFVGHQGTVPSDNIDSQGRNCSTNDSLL
Chronic BCR inh: qHTS Assay to Find Inhibitors of Chronic Active B-Cell Receptor Signaling | Potency, µM (doses to about 46.1 µM), for the others: at the top dose ratio change, negative = lower green/red ratio, usual class: inhibitors | hit rate 0.05% among 340,000 | ABC-DLBCL IkBa-CBG/CBR reporter, luminescence ratio, 4 h; active = well fitted inhibition curve with a large enough effect in the signal ratio, with a control signal flat, not every such curve was filed as active; inconclusive = small, poorly fitted or top-dose-only effect, or effect the other way, or a change in a side signal; the % refers to the signal ratio;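 note: potency is the fitted concentration of half-maximal effect; plate controls were basal doxycycline-induced cells for no effect and cells given 10 µM MG132 for full effect; MG132 reads +100%, hits lower the ratio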
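TMD8 ABC-DLBCL cells carrying doxycycline-inducible green luciferase fused to IkappaBalpha plus unfused red luciferase were exposed to compounds (up to 46 uM) for 4 hrs at 37C. Activity came from the overlap-corrected green/red luminescence ratio.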
ELG1 DNA repair: qHTS screen for small molecules that inhibit ELG1-dependent DNA repair in human embryonic kidney (HEK293T) cells expressing luciferase-tagged ELG1. HEK293T ELG1-luciferase reporter, luminescence, 16 h; DNA damage induced by 5-fluorouridine. Potency, µM (series often up to 46.1 µM), inactives show at the top dose activity change, negative = inhibition, most hits filed as inhibitors. hit rate 2.3% among 330,000. AID 504467, 2011; note: potency is the fitted concentration of half-maximal effect; % is set by controls: 0 for no effect and ±100 for the full control effect; nearly all actives have a fitted effect of over 55% in size
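Step one: seed 2,000 cells per well. Step two: pin-transfer compound or DMSO alongside 5-fluorouridine. Step three: incubate 16 hr, 37 °C, 5% CO2. Step four: add ONE-Glo, wait 30 min, read luminescence.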
PTAP TSG101 blk: qHTS Assay for Iinhibitors of HIV-1 Budding by Blocking the Interaction of PTAP/TSG101; Tumor susceptibility gene 101 protein (Homo sapiens), Q99816; Fluorescence polarization, FITC-PTAP peptide / Tsg101 binding; Potency, µM (series often up to 115 µM), for the others: top-dose activity change, negative = inhibition, hits mostly inhibitors; 340,000 tested, under 10 active; AID 493005, 2010; active = well fitted inhibition curve with a large enough effect in the main read-out, with a control signal flat, not every such curve was filed as active; inconclusive = small, poorly fitted or top-dose-only effect, or effect the other way, or a change in a side signal; inactive = no such curve, though single readings can be large or run the other way; note: potency is the fitted concentration of half-maximal effect; % of control where 0% means no effect
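Fluorescence anisotropy tracks displacement of a FITC-tagged PTAP peptide (50 nM) from the Tsg101 binding domain (10 uM), following a 20 min room-temperature incubation at pH 7.5.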
USP2a inh: qHTS Assay for Inhibitors of Ubiquitin-specific Protease USP2a Using CHOP2 as the Reporter; hit rate 0.01% among 330,000; USP2 core, Ub-CHOP2 coupled fluorogenic reporter, 485/531; Potency, µM (titrated, usually from 38.3 µM), for the others: at the highest dose activity change, negative = inhibition, usual class: inhibitors; Ubiquitin carboxyl-terminal hydrolase 2 (Homo sapiens), O75604;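 note: potency is the fitted concentration of half-maximal effect; plate controls were DMSO wells for no effect and full inhibition by NEM control for full effect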
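USP2 core (10nM final) preincubated 30min RT with compound in 20mM Tris-HCl pH 8.0, 2mM CaCl2, 2mM beta-mercaptoethanol, 0.05% CHAPS; 25nM Ub-CHOP2 plus 25nM reporter substrate added, fluorescence (Ex485/Em531) read after 60min.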
* hit, by the source's call; ? = inconclusive; · = no result given; [ ] = dose if it differs, or a comment. Unless noted, calls come from the whole dose curve; as a rule, active = well fitted curve in the direction sought with a large enough effect; inconclusive = small, poorly fitted or top-dose-only effect, or another doubt; inactive = no such curve, though single readings can be large; an effect the other way counts as inactive or inconclusive.

SMILES	TSHR antagonist	Eya2 phos inh	TCR activator	Tb PFK block	uPA surface inh	Mito fusion yeast	B2AR arrestin	Chronic BCR inh	ELG1 DNA repair	PTAP TSG101 blk	USP2a inh
Cc1ccc(S(=O)(=O)N(CC(=O)N2CCOCC2)C2CCCCC2)cc1	3	-17%	2%	0%	1%	3%	-0.2%	?	3%	-9%	-1%
CCOC(=O)CSc1nc(=O)n2cccc(C)c2n1	9	10%	0%	2%	-4%	8%	0.4%	1%	-5%	-5%	2%
CC1(C)C(CC2OCC(CN3CCCCC3)O2)[C@H]2CC[C@@H]1C2 (stereo partly specified)	6	1%	-4%	-2%	10%	-1%	-0.4%	-7%	17%	0%	2%
COc1ccc(C(=O)NCCCN2CCOCC2)cc1Br	5	12%	3%	-4%	-6%	-1%	0.2%	1%	13%	-3%	2%
CN(C1(C)CCS(=O)(=O)C1)S(=O)(=O)c1ccc(F)cc1 (stereo unspecified)	1	2%	4%	-4%	10%	1%	-0.1%	2%	-3%	-2%	-1%
Cc1cccc(C(=O)N(Cc2ccco2)c2c(N)n(Cc3ccccc3)c(=O)[nH]c2=O)c1	16	11%	2%	-1%	5%	-3%	-1.0%	-2%	?	-1%	0%
COc1ccc(C2=NOC3(CC(=O)N(c4ccc5ccccc5c4)C3=O)C2)c(OC)c1 (stereo unspecified)	7	2%	-2%	6%	·	-2%	-0.7%	-1%	10%	-4%	2%
c1ccc(-n2c(-c3ccco3)nnc2N2CCOCC2)cc1	-1	-15%[15.4 µM]	-7%	-3%	-8%	5%	-0.1%	6%	4%	-8%	2%
CN(C)c1ccc(S(=O)(=O)N2CCCCC2)cc1NC(=O)C1=COCCO1	-8	4%	5%	1%	-2%	0%	4.1%	5%	4%	-3%	0%
Cc1ccc(N(CC(O)CN(C)C)S(=O)(=O)c2ccccc2)cc1 (stereo unspecified)	-6	-6%	5%	3%	-2%	-1%	-0.5%	1%	0%	-1%	0%
CCCS(=O)(=O)c1nc(S(=O)(=O)c2ccc(C)cc2)c(NCc2ccccn2)s1	-5	-6%	3%	-3%	-1%	-14%	-0.2%	?	29%	-4%	3%
Cc1ccc(OCCn2c(=S)[nH]c3ccccc32)c(C(C)C)c1	-5	-19%	1%	2%	-15%	-14%	-0.2%	-3%	?	-7%	-10%
O=C1N=C(N2CCOCC2)SC1=C1CCCCC1	9	4%	0%	-7%	-2%	1%	-0.6%	3%	0%	0%	3%
COc1cccc2c(=O)cn[nH]c12	-5	-4%	1%[46.1 µM]	-1%	-1%	-1%	0.3%	-2%	15%	-7%	-5%
CCN(CC)c1ccc(/C=N/NC(=O)c2c(-c3ccccc3)noc2C)cc1	11	-11%	1%	0%	-4%	2%	0.1%	-2%	?	-2%	-1%
CCOC(=O)c1csc(NC(=O)CSc2nnnn2-c2ccc(OC)c(OC)c2)n1	5	15%	-9%	-15%	-5%	-2%	-0.2%	2%	0%	-2%	-1%
CS(=O)(=O)c1ccc(N2CCOCC2)c(S(C)(=O)=O)c1	8	-8%	2%	-4%	·	0%	0.4%	-3%	8%	-3%	1%
COc1ccc(NS(=O)(=O)c2ccc3c(c2)[C@H]2C=CC[C@H]2[C@@H](c2ccc(C(=O)O)cc2)N3)cc1	1	-18%	1%	-7%	-3%	-1%	0.5%	15%	?	-16%	-1%
Cc1ccccc1CNc1ncnc2cc(Cl)ccc12	-11	8%	-3%	2%	-2%	3%	-0.8%	0%	-7%	2%	3%
COc1cccc(-n2c(Cc3cc(=O)[nH]c(=O)[nH]3)nnc2SCC(=O)N2CCC(C)CC2)c1	-2	-5%	8%	5%	4%	-2%	-1.5%	0%	-1%	-1%	1%
O=C(c1ccccc1)C1CCN(C(=O)c2ccco2)CC1	-5	3%	-1%	0%	10%	0%	0.0%	3%	-1%	-7%	2%
COc1cc(CNCc2ccccn2)ccc1OCc1ccc(Cl)cc1Cl	7	-24%	-9%	1%	-9%	-10%	0.4%	1%	-7%	-1%	2%
Cc1cc2occ(CC(=O)NNC(=O)c3ccccc3F)c2cc1C	3	0%	0%	-2%	9%	-1%	-0.2%	-5%	-5%	-3%	-2%
Cc1cccc(C(=O)N[C@H](C(=O)Nc2ccc(S(=O)(=O)NC3=NCCCCC3)cc2)C(C)C)c1	-1	-1%	-6%	0%	·	5%	0.4%	-4%	-7%	-3%	2%
Cc1oc2c(c1C(=O)NC(Cc1c[nH]c3ccccc13)C(=O)O)CCCC2 (stereo unspecified)	9	2%	·	2%	-1%	3%	-0.6%	14%	10%	-12%	-1%

New compounds follow
SMILES	TSHR antagonist	Eya2 phos inh	TCR activator	Tb PFK block	uPA surface inh	Mito fusion yeast	B2AR arrestin	Chronic BCR inh	ELG1 DNA repair	PTAP TSG101 blk	USP2a inh
COc1cccc(/C=C/C(=O)c2ccc3c(c2)OCCO3)c1OC	-8	-2%	-3%	-1%	-13%	-6%	-0.2%	?	?	-2%	2%
O=C(O)CCc1nnc2n(Cc3ccc(F)cc3)c(=O)c3ccccc3n12	0	13%	2%	-9%	6%	0%	-0.1%	16%	6%	1%	-3%
CSc1ccc(CNC(=O)c2c(C)noc2C)s1	-5	11%	-16%	1%	-7%	4%	0.3%	-1%	6%	1%	2%
O=C1C=C(O)CC(c2ccc(Cl)cc2)C1 (stereo unspecified)	-10	-5%	4%	-2%	8%	-2%	-0.3%	4%	5%	-5%	2%
O=C1CN(C(=O)CN2C(=O)NC(c3ccccc3)(c3ccccc3)C2=O)c2ccccc2N1	6	4%	-5%	?	8%	·	-0.1%	-3%	?	0%	3%
O=C(Nc1ncc2c(n1)-c1ccccc1OC2)c1ccc(Cl)cc1	16	7%	-2%	0%	1%	2%	-0.4%	?	-8%	-4%	1%
c1csc(CN2CCOCC2)c1	-1	10%	-2%	-8%	8%	-1%	-2.2%	-12%	1%	-2%	3%
O=S(=O)(NC1CCCCC1Nc1ccc(Cl)cc1)c1ccccc1 (stereo unspecified)	-8	-11%	-3%[46.1 µM]	-2%	-5%	?	-0.5%	3%	1%	-1%	3%
Cc1cc(NC(=O)C(C)SCC(=O)Nc2ccc(Br)cc2Br)no1 (stereo unspecified)	-9	-3%	7%	4%	-4%	15%	-0.1%	3%	-11%	0%	1%
Cc1ccc(C)c(NC(=O)CCc2nnc3ccc(N4CCCC4)nn23)c1	-12	-3%	0%	-5%	6%	-1%	0.3%	-6%	5%	-4%	0%
CCN(CC)C(=O)CC(c1ccc(OC)cc1)c1c(O)cc(OC)cc1OC (stereo unspecified)	10	-10%	-4%	1%	18%	-30%	0.4%	1%	0%	0%	2%
COc1ccccc1NS(=O)(=O)c1cccc(NC(=O)c2ccc3ccccc3n2)c1	?	-8%	-1%[46.1 µM]	2%	-3%	18%	-0.8%	?	18µM*	1%	4%
CCN(CC)S(=O)(=O)c1cc(NC(=O)Cn2ncc(Cl)c(Cl)c2=O)ccc1C	-33	2%	4%	2%	-12%	-2%	0.0%	?	?	-4%	3%
CSc1nc(-c2ccc(Cl)cc2)nn1S(=O)(=O)c1ccc(Cl)cc1	-3	-27%	-1%[46.1 µM]	3%	-6%	-4%	4.8%	7%	?	-3%	-2%
Cc1ccc(NC(=O)COC(=O)CCc2nc3ccccc3c(=O)[nH]2)cc1Cl	-7	-14%	12%	-5%	3%	-5%	0.0%	3%	2%	-1%	3%
COCc1[nH]nc2c1C1(CCC3(CC1)OCCO3)C(C#N)=C(N)O2	9	0%	·	-6%	4%	-3%	-0.6%	-2%	21%	-6%	-1%
Cc1ccc(C)c(OC2=NS(=O)(=O)c3ccccc32)c1	6	-5%	-3%	2%	3%	3%	-0.9%	?	7%	-2%	1%
Clc1cccc(CN2CCCCCCC2)c1Cl	19	1%	-5%[46.1 µM]	-6%	3%	0%	0.0%	?	11%	-6%	3%
